High-throughput results (PubChem BioAssay)
Glyco luc inh: N-linked glycosylation inhibition; reporter increase, % at 12.5 µM; 0.23% of 360,000 active; D54 ERlucT glycosylation luciferase reporter, 24 h; percent of 100 nM tunicamycin response;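 active = mean luciferase reporter signal, scaled so untreated is 0 and the glycosylation-blocking control 100, at or above a set limit in every replicate; inconclusive = mean reaches the limit but not every replicate does; inactive = mean below the limit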;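 note: luciferase carries N-glycosylation sites so blocking glycosylation raises the light; 0% = median of neutral control wells and 100% = median of 100 nM tunicamycin wells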
aDG glyco act: increases alpha dystroglycan glycosylation; Pro5-aDG cells, alpha-DG glycosylation AlphaScreen (IIH6); 0% Pro5, 100% B10-LARGE cell signal; activation, % at 10 µM; 0.22% of 360,000 active; AID 624168;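 active = activation of at least 8% versus controls, or a plate z-score of at least 8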;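 note: Pro5 are CHO cells carrying HIG-tagged alpha-DG that lacks glycosylation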
m5-HT2A agonist: activates the mouse 5-HT2A serotonin receptor | P35363 | activation, % at 7.6 µM | AID 624169 | CHO-K1 mHTR2A beta-arrestin complementation, luminescence; percent of 30 µM serotonin response | 0.66% of 360,000 active;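 active = activation above a run cutoff, the mean activation of all tested compounds plus 3 SD, cut at about 14% in these data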;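 note: 0% = plate median of compound wells and 100% = 30 µM serotonin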
Target sequence (P35363 whole entry, looked up): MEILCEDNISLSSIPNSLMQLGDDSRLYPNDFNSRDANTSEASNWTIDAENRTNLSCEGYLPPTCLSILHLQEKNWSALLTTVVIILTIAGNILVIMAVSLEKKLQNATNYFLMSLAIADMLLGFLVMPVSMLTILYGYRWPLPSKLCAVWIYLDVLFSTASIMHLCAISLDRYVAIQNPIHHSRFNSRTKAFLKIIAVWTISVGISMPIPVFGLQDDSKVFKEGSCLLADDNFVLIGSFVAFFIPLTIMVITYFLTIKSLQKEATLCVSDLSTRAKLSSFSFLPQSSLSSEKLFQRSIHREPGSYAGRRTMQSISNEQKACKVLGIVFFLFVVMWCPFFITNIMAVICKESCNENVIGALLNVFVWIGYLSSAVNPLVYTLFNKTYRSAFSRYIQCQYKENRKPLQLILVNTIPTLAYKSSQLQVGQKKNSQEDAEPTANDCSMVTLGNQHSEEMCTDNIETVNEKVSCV
H9c2 protect: modulators protecting cardiomyocytes from myocardial damage | protection from H2O2 cell death, % at 20 µM | 0.63% of 360,000 active | H9c2 cardiomyocytes, H2O2 injury protection, ATPLite, 2 h;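 active = compounds giving at least 50% protection of heart cells from peroxide-induced death in the single-dose screen, raw or plate-pattern-corrected value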;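 note: 0% = DMSO wells with peroxide and 100% = DMSO wells without peroxide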
hiPSC survival: increases survival of single human iPS cells | hiPSC single-cell survival, ATPlite luminescence; 100% = ROCK inhibitor wells, 0% = DMSO | survival enhancement, % at 20 µM | 0.044% of 360,000 active | AID 602274; in the data active = survival enhancement above about 18%;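 note: cells exposed to compounds for 16 hours before the ATP read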
CaV13 FRET inh: Primary screen for inhibitors of IQ motif and Ca2+-dependent inactivation inhibitor domain binding in CACNA1D, Förster resonance energy transfer in living cells, … | HEK cells, CFP/YFP FRET ICDI-IQ, plate reader, 10 min; percent FRET-ratio fall versus neutral wells | inhibition, % at 12.3 µM | 0.098% of 340,000 active;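 active = mean replicate inhibition of at least 30% and at least 1% of replicates passing that level; inconclusive = only one of the two criteria is met; inactive = neither criterion is met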;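 note: 0% = median of the neutral control wells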
Exocytosis inh: lytic granule exocytosis inhibition. TALL-104 LAMP-1 surface exposure, flow cytometry; cells stimulated with thapsigargin and PMA. AID 651702. inhibition, % at 10 µM. 0.66% of 360,000 active;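 active = inhibition above about 55%, limit read from the data; inconclusive = no clear call, values can overlap the other calls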
Vif imaging: inhibitors of HIV Vif. HEK293T cells, Vif self-association by quenched fluorescence, imaging, 24 h. inhibition, % at 7.49 µM. 0.35% of 340,000 active. AID 602346; in the data active = inhibition above about 50%, passing the limit was not always enough; inconclusive = no clear call, values can overlap the other calls; inactive = below about 31%; note: some results filed as inactive read as strong as hits
PDI inh: blocks human protein disulfide isomerase activity; 0.052% of 350,000 active; PDI insulin aggregation turbidity, A650, 90 min; inhibition, % at 10 µM; P07237;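 active = mean inhibition across replicates of 30% or more, whatever share of single replicates reach that level; inconclusive = mean inhibition below 30% while every single replicate reaches 30%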;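 note: absorbance from insulin aggregation driven by PDI reduction with DTT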
Target sequence (P07237 whole entry, looked up): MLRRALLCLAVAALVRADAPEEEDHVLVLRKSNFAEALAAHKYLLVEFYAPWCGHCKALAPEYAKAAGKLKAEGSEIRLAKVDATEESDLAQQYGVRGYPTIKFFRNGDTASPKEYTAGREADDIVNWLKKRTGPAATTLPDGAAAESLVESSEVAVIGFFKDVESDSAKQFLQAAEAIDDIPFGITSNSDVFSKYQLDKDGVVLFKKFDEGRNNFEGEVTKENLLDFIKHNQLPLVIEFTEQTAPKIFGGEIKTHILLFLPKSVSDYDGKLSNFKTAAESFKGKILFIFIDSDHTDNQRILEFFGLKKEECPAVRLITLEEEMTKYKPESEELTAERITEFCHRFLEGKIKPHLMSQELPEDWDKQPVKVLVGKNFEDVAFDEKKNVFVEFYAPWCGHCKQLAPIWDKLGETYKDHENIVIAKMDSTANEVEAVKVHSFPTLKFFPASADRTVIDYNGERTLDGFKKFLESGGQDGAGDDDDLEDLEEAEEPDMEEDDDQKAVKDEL
ABCB6 inh MLPCN: human ABCB6 transporter inhibition; Q9NP58; K562-ABCB6 porphyrin accumulation, flow cytometry, 1 h; hits give low values; fluorescence ratio to DMSO, % at 10 µM; 0.19% of 360,000 active; AID 602162;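 active = fluorescence ratio to DMSO below 75%, the collection mean minus 3 SD; inconclusive = too few cells collected in the well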;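 note: signal is porphyrin accumulated inside mitochondria; 100% equals median channel fluorescence of DMSO control wells; lower ratio means ABCB6 inhibition with less porphyrin fluorescence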
An asterisk follows results filed as active; ? = inconclusive; · = not tested or not shown.

SMILES	Glyco luc inh	aDG glyco act	m5-HT2A agonist	H9c2 protect	hiPSC survival	CaV13 FRET inh	Exocytosis inh	Vif imaging	PDI inh	ABCB6 inh MLPCN
COC(=O)C1[C@H]2SC(C)(C)C(C(=O)OC)N2C(=O)N1Cc1nc2ccccc2s1 (stereo partly specified)	0	-0.2	6	0	0.4	-5	0	·	2	98
CCOc1ccccc1C(=O)Nc1ccc(NC(=O)c2ccccc2)cc1	0	0.1	-13	-8	0.1	-11	15	8	-5	101
Cc1cc(C)n(-c2nc3ccccc3s2)n1	0	-0.4	0	-11	1.2	-2	-1	-2	9	104
COCc1cc(C)nc(SCc2ccccc2Cl)c1C#N	-2	0.2	-3	-12	0.0	-4	-13	-10	0	102
CC1CCCN(C(=O)CCNC(=O)c2ccccc2Cl)C1 (stereo unspecified)	0	0.2	5	3	0.6	-3	19	-7	-2	99
Cc1ccccc1/C=C\c1nc2ccccc2c(=O)[nH]1	1	-0.6	4	7	-1.9	-3	0	3	1	101
O=C(COc1ncnc2ccccc12)N1CCOCC1	2	0.0	8	0	7.2	·	-1	-5	2	101
Cc1nc(-c2ccc(F)cc2)c(CC(=O)NCC(=O)Nc2ccc(F)c(F)c2)s1	1	0.1	-6	-2	-0.3	-6	0	-3	-13	94
CCOc1ccc(NS(=O)(=O)c2ccc(NC(=O)c3ccccc3C(=O)O)cc2)cc1	1	-0.1	2	1	-0.5	-5	-3	-2	-4	99
O=C(O)c1ccc(S(=O)(=O)N2CCC(c3nc(-c4ccccc4Cl)no3)CC2)cc1	-1	-0.2	-6	1	-0.3	-8	3	0	-5	97
CC1(C)OC(=O)C(=Cc2ccc(-c3ccc(S(N)(=O)=O)cc3)o2)C(=O)O1	7	-0.3	2	-3	0.6	-6	3	·	-8	103
COc1ccc(NC(=O)Cc2cccc(F)c2)cc1S(=O)(=O)Nc1ccccc1Cl	-2	0.3	-5	-8	-0.7	-6	?	-2	2	89
S=C1NC(C23CC4CC(CC(C4)C2)C3)=CC(c2ccc3c(c2)OCO3)N1 (stereo unspecified)	-1	4.5	1	-22	-0.8	5	5	-8	0	99
Cc1ccc(S(=O)(=O)N2CCOCC2)cc1NC(=O)COC(=O)c1ccccc1OCc1c(C)noc1C	4	0.1	-1	-4	1.5	-5	-4	8	-20	93
C/C(=N\NC(=O)Cc1cc(=O)[nH][nH]1)c1cccc([N+](=O)[O-])c1	1	0.2	-3	4	-0.6	-5	0	-1	0	104
COc1ccc(-n2c(=S)[nH]c3cc(C(=O)NCCCN4CCCC4=O)ccc3c2=O)c(OC)c1	-2	0.0	1	0	4.5	-5	-1	-5	6	96
O=C(NCCN1CCCOC1=O)C(=O)NCCN1CCCOC1=O	3	0.2	1	-2	0.0	-4	-1	1	2	94
COc1ccc(NC(=O)CSc2ccc(-c3ccccn3)nn2)cc1OC	-1	0.8	35*	10	0.4	-5	0	-11	2	94
O=C(c1ccccc1Cl)N(Cc1ccccc1F)N1C(=O)CCCC1=O	-1	-0.1	-7	6	-0.5	-23	-4	-3	1	92
COc1ccc(CCNC(=O)C2CCCN2C(=O)Nc2cccc(OC)c2)cc1 (stereo unspecified)	2	0.0	-4	-1	-0.3	-5	-6	14	8	93
COc1ccc(NC(=O)C2CCN(c3cnccn3)CC2)cc1OC	0	-0.1	-1	1	-0.1	-5	-32	14	5	95
Cc1nonc1NC(=O)c1oc2ccc(F)cc2c1C	-1	0.0	1	7	-0.4	-3	-1	-15	12	103
COc1ccc(NC(=O)c2ccc3c(c2)n(C)c(=O)n3C)cc1	13	0.8	-1	7	-0.4	-7	-1	·	-3	98
CC(=O)N(c1ccccc1C)c1ccccc1C	0	0.0	0	6	3.4	-6	29	-9	-9	87
Cc1ccc(SCc2ccc(C(=O)Nc3cc([N+](=O)[O-])ccc3C)cc2)cc1	-4	-0.2	3	-5	5.4	·	-2	-3	-13	101

(listing goes on)
SMILES	Glyco luc inh	aDG glyco act	m5-HT2A agonist	H9c2 protect	hiPSC survival	CaV13 FRET inh	Exocytosis inh	Vif imaging	PDI inh	ABCB6 inh MLPCN
O=C(O)c1cc(Nc2nc(N3CCOCC3)nc(N3CCOCC3)n2)ccc1Cl	0	-0.1	-2	1	3.1	-5	-1	6	4	100
O=C(COC(=O)c1nc(Cl)ccc1Cl)NNC(=O)c1cccs1	2	-0.2	0	0	-0.4	-4	-2	-15	-15	97
O=C(Nc1ccccc1-c1ccccc1)C12CC3CC(CC(C3)C1)C2	0	0.2	-5	-13	-2.2	·	-3	-3	1	·
CC(C)(C)C(=O)Nc1ccc(C(=O)N/N=C/c2ccccc2OC(=O)c2ccc(Cl)cc2)cc1	-10	0.8	5	16	0.0	-15	9	-4	-4	104
COc1ccc(C2N(c3ccc(Cl)cc3)C(=O)C3CCCN32)cc1 (stereo unspecified)	0	0.0	0	4	-0.3	-11	9	16	·	105
COc1cc(C)nc(N2CCCC(C(=O)NCC(C)C)C2)n1 (stereo unspecified)	0	-0.2	-6	8	5.1	-4	-3	0	2	98
CC(C)(C)c1nnc2sc(SCC(O)=C(C#N)c3nc4ccccc4[nH]3)nn2c1=O	2	0.0	-7	-5	4.7	-6	0	-15	-3	99
CCN1CCC(Nc2ccnc3cc(Cl)ccc23)CC1	-1	0.2	-2	-2	0.4	-19	33	·	-4	103
CCc1c(C)c2ccc(OC(C)C(=O)NC(Cc3c[nH]c4ccc(O)cc34)C(=O)O)c(C)c2oc1=O (stereo unspecified)	0	-0.3	6	7	0.1	·	-2	16	·	108
Cc1ccc(C2CC(=O)c3cnc(N4CCc5ccccc5C4)nc3C2)cc1 (stereo unspecified)	-1	0.7	0	-7	-1.7	-4	2	-11	2	92
COc1ccc(NC(=O)c2ccccc2NC(=O)C2CC=CCC2C(=O)O)cc1 (stereo unspecified)	0	-0.1	2	5	-0.3	·	2	-6	-3	100
NC(=O)c1ccc(NCC2COc3ccccc3O2)c([N+](=O)[O-])c1 (stereo unspecified)	0	0.5	0	-7	-1.2	-2	2	-2	-5	100
CCN(C(=S)Nc1ccc(Oc2ccccc2)cc1)c1ccccc1	-1	-0.1	-3	-9	-2.0	-18	0	6	2	97
Cc1cc(C)cc(OCC(=O)NCCN2CCOCC2)c1	2	-0.2	-2	-3	-2.3	·	2	1	-1	101
Cc1ccc(C)n1-c1ccc(N(C)C)cc1	-9	-0.3	-4	-21	-0.5	-2	2	0	4	95
CSc1ccc(C2=CC(=O)C[C@H](c3ccc(Cl)cc3)C2)cc1	3	-0.4	-2	-3	-0.1	5	4	-2	-2	96
CSc1ccc(CN2CCN(C(=O)c3ccncc3)CC2)cc1	0	-0.4	10	2	-0.8	-4	-2	-3	0	97
COc1ccc(Oc2c(C)oc3cc(OC(=O)N4CCOCC4)ccc3c2=O)cc1	2	0.4	4	-1	8.7	-8	2	-3	-8	101
CCN(CC)C(=O)Cn1cnc2sc(C(=O)NCCCN3CCOCC3)c(C)c2c1=O	0	-0.1	-3	-2	-0.2	-7	-10	-49	1	99
Cc1cc(N2CCCC2)c(C)cc1C=O	1	0.2	0	-3	4.3	-4	-1	-2	1	100
COc1ccc(NC(=O)CNC(=O)Cc2cccc3ccccc23)cc1	4	-0.3	-1	-4	-0.4	-5	-1	1	-2	100
CSC1=N/C(=C\c2ccc(C)o2)C(=O)S1	1	-0.2	1	17	-2.8	-3	-2	3	-5	105
O=C(O)CCNc1nc(-c2ccccc2)c2cc(Br)ccc2n1	4	0.0	0	-1	-0.2	-5	-20	-3	10	101
CC(C)(C)NC(=O)N1CCC(CO)(Cc2ccccc2Cl)CC1	1	0.2	3	6	0.1	-18	1	1	-2	98
COc1ccc2[nH]cc(CCNC(=O)Cn3cc(C)c(=O)[nH]c3=O)c2c1	3	0.0	-2	4	-1.9	-5	12	-3	17	99

Further compounds follow.
SMILES	Glyco luc inh	aDG glyco act	m5-HT2A agonist	H9c2 protect	hiPSC survival	CaV13 FRET inh	Exocytosis inh	Vif imaging	PDI inh	ABCB6 inh MLPCN
CC1c2nc3ccccc3n2C(CC(=O)NCCCN2CCOCC2)C(=O)N1Cc1ccccc1 (stereo unspecified)	-1	-0.1	2	-2	2.5	-18	-1	5	1	96
O=C(NNC(=O)C1CCC1)c1ccccc1F	2	0.1	0	2	0.0	-5	-1	3	-3	96
Cn1nc(C(=O)Nc2c(-c3ccccc3)nc3sccn23)c2ccccc2c1=O	1	-0.1	2	34	0.9	-5	-2	-2	-3	101
O=C(Nc1ccccc1)Nc1ccc2c(c1)CCC2	-8	0.7	-1	-9	-0.5	-3	-1	-5	5	99
COc1ccc(CN2CCN(C(=O)Cn3ncn4cccc4c3=O)CC2)c(OC)c1OC	-1	0.3	-2	-14	-2.0	10	0	5	·	95
COc1cccc2sc(=NC(=O)CS(=O)(=O)c3ccc(Cl)cc3)n(C)c12	0	1.5	-4	-19	-0.3	-5	25	-21	7	85
O=C1C=C(/C=C/c2ccccc2)C[C@@H](c2ccc(F)cc2)C1	-1	-0.4	1	-12	6.9	-5	-8	-9	-4	96
CN(C)S(=O)(=O)c1ccc(C(=O)NCCSc2ccccc2)cc1	-3	-0.3	-1	3	3.5	·	-1	0	-3	·
CCc1nnc(NC(=O)c2ccc(-c3ccc([N+](=O)[O-])cc3Cl)o2)s1	2	0.1	1	-8	0.7	-4	5	24	-1	101
CC1=CC(C)(C)NC(=S)N1c1ccc(C)cc1	0	0.1	0	1	-1.1	·	-2	7	-2	97
COc1ccc(CNC(=S)NCc2ccc(Cl)cc2)cc1OC	-2	0.7	-5	-6	-0.5	-10	2	-7	4	96
CCOC(=O)C1Nc2ccc(OC(F)(F)F)cc2C2C=CCC12 (stereo unspecified)	2	-0.2	0	-4	0.7	-11	-2	-3	11	103
O=C(NC1CCCCC1)C(c1ccccc1)N1CCC2(CC1)OCCO2 (stereo unspecified)	-1	0.2	4	0	0.7	-4	1	10	7	98
O=C(NCc1ccc(F)cc1)c1c2c(nc3ccccc13)CCC2	-1	-0.2	-3	8	0.0	-6	0	-4	-4	100
COC(=O)c1ccc(NC(=O)CSc2nccn2CCc2ccccc2)cc1	-2	0.2	-3	2	1.3	-5	4	·	-46	87
CCC1CCCCN1CCCNC(=O)CN1C(=O)COc2ccc(S(=O)(=O)N3CCOCC3)cc21 (stereo unspecified)	1	-0.2	4	-5	-0.5	-8	16	-4	5	97
CC(=O)Nc1nc2ccccc2n1Cc1ccccc1C	9	2.2	-3	31	-1.2	-4	0	-8	6	98
CC(C)CNC(=O)/C(C#N)=C1\N=C(NC(=O)c2ccco2)c2ccccc21	0	-0.2	-5	47	-0.3	-2	6	-1	2	98
CCOC(=O)c1c(NC(=O)CC2Nc3cc(C)c(C)cc3NC2=O)sc(C)c1C (stereo unspecified)	-1	-0.2	-1	7	-2.7	-7	-4	-5	-3	103
Cc1cc(C)c(C(=O)COC(=O)Cn2c(C)csc2=O)cc1C	1	-0.3	-4	4	0.1	-4	1	-2	3	94
COC(=O)C1=C(C)NC(C)=C(C(=O)OCC2CCCO2)C1c1cccc(Cl)c1 (stereo unspecified)	3	0.1	3	6	0.3	-5	2	17	-3	95
NC1C=CC=C(C(=O)O)C1 (stereo unspecified)	2	0.0	-2	-11	-2.6	-5	2	-2	3	97
